PfHsp90 yeast 2: inhibits growth of yeast expressing Plasmodium falciparum Hsp90; inhibition, % at 9.4 µM; hit rate 0.32% among 310,000; AID 504621; S. cerevisiae expressing PfHsp90, BacTiter-Glo ATP, 48 h; yeast lacking PDR1 and PDR3 efflux regulators;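 active means every replicate shows inhibition above about 80%, whatever the replicate mean, limit read from the data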;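 further: 0% = DMSO neutral controls and 100% = 20 µM radicicol positive controls; yeast relying on Plasmodium falciparum Hsp90 in place of its own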
PvdQ inh: P. aeruginosa PvdQ acylase inhibition | purified PvdQ acylase, fluorescence plate reader | inhibition, % at 10 µM | hit rate 0.063% among 340,000 | AID 488965; in the data active means inhibition above about 30%, passing the limit was not always enough;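 further: 0% = vehicle neutral wells and 100% = reference inhibitor wells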
Rtt109 HAT inh: blocks Candida albicans Rtt109/Vps75 acetyltransferase activity. purified Rtt109/Vps75, ThioGlo CoA-SH fluorescence, 4 h. inhibition, % at 34.9 µM. hit rate 0.16% among 330,000;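 active means inhibition of at least 50% in every replicate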
Target sequence (Q5AAJ8 whole entry, looked up): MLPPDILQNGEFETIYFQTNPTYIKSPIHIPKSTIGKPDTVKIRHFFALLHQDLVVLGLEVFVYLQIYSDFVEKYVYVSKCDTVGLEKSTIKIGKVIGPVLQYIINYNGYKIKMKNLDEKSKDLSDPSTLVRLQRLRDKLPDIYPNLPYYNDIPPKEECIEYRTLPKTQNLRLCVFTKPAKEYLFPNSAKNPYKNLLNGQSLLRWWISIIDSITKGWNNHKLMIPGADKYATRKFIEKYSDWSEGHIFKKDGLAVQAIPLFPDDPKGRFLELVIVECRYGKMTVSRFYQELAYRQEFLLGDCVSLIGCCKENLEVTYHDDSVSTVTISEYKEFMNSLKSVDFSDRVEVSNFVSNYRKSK
CAL PDZ inh: blocks peptide binding to human CAL PDZ domain | Q9HD26 | purified CAL PDZ, TMR-peptide fluorescence polarization, 1 h | inhibition, % at 20 µM | hit rate 0.02% among 330,000 | AID 504414;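 active means highest replicate inhibition of at least 40%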;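 further: plate controls were DMSO neutral control wells for no effect and unlabeled competitor peptide control wells for full effect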
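Test system: purified CerCALP PDZ construct; Compound dosing: one concentration, 20 µM compound; Also added: TMR-labelled reporter peptide T*-PRC34 bound in PDZ groove; Read-out: inhibition from polarization loss; Controls: unlabelled peptide and DMSO controls; Signal: FP readout, S and P plane fluorescence; Incubation: 1 h at RT.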
Wnt bcat act: Wnt/beta-catenin pathway activation. Wnt/beta-catenin reporter cell assay, activator, plate reader. activation, % at 9.35 µM. hit rate 1.2% among 300,000; in the data active means activation above about 30%, passing the limit was not always enough;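 further: 0% = neutral control wells and 100% = positive control wells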
Tat transport: inhibitors of E. coli Tat protein transport; hit rate 0.036% among 340,000; E. coli MC4100 TorA-mCherry Tat export, fluorescence; inhibition, % at 10 µM; AID 488895;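 active means mean replicate inhibition at least 50% and at least half of replicates individually reaching 50%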;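 further: exported cargo escapes ClpAP degradation while cytoplasmic cargo is degraded and loses fluorescence; 0% = median of neutral control wells and 100% = median of NaSCN control wells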
E coli growth: counter-screen for AddAB inhibitors: E. coli growth inhibition; hit rate 0.27% among 330,000; E. coli V3065 growth, OD600 absorbance, 18 h; inhibition, % at 11.9 µM;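 active means inhibition above the campaign's mean inhibition across all tested compounds plus 3 SD, cut at about 9.9% in these data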;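 further: uninfected addAB+ strain grown without phage in ampicillin broth; 0% = DMSO wells and 100% = ciprofloxacin 0.95 µg/ml wells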
phage Ecoli inh: E. coli growth loss with phage present; growth absorbance; inhibition, % at 11.9 µM; hit rate 0.26% among 360,000; AID 651602; in the data active means inhibition above about 11%
AddAB inh: less growth of phage-infected E. coli with AddAB; E. coli expressing H. pylori AddAB, absorbance growth; inhibition, % at 11.9 µM; hit rate 0.29% among 330,000; in the data active means inhibition above about 12%;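 further: 0% = vehicle wells of infected cells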
DAGLB inh: diacylglycerol lipase beta (human) inhibition. HEK293T DAGLB membrane lysate, EnzChek fluorogenic substrate. inhibition, % at 5.17 µM. hit rate 0.059% among 340,000. AID 504411; in the data active means inhibition above about 34%;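 further: 0% = enzyme with vehicle and 100% = wells lacking enzyme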
Target sequence (Q8NCG7 whole entry, looked up): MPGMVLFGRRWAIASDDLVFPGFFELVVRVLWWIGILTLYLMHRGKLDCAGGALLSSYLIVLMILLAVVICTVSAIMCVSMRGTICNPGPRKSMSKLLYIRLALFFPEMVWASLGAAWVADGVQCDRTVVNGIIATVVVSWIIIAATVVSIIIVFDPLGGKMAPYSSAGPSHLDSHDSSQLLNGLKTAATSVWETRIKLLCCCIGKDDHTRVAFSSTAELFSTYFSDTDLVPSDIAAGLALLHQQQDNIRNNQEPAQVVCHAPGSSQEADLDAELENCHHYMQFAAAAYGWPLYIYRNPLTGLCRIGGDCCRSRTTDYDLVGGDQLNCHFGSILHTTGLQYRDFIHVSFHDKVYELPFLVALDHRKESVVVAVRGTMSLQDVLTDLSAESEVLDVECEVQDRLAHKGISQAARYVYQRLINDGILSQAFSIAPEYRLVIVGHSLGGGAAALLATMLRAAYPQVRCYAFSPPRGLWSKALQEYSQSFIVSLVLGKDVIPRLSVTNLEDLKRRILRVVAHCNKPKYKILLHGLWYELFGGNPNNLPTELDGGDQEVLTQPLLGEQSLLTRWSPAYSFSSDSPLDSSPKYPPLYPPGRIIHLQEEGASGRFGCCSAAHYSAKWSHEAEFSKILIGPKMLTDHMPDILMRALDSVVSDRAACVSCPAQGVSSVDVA
* marks the source's active call; other numbers are inactive results; / = not tested or not shown.

| Compound | PfHsp90 yeast 2 | PvdQ inh | Rtt109 HAT inh | CAL PDZ inh | Wnt bcat act | Tat transport | E coli growth | phage Ecoli inh | AddAB inh | DAGLB inh |
| --- | --- | --- | --- | --- | --- | --- | --- | --- | --- | --- |
| CCC(=O)N1CCc2cc(S(=O)(=O)NCCN3CCC(C)CC3)ccc21 | 17 | -17 | -11 | -4.2 | / | -4 | 2.7 | 1.1 | 4.0 | -2 |
| O=C(NCc1ccccc1Cl)C1CCC(CNc2c(N3CCOCC3)c(=O)c2=O)CC1 (stereo not given) | -21 | -4 | 0 | -0.4 | -1 | -4 | 0.2 | / | -1.4 | -1 |
| Cc1ccccc1-c1nc(CN2CCC(C(=O)NCc3cccnc3)CC2)c(C)o1 | -2 | -7 | 5 | -0.8 | -1 | -2 | 0.6 | 0.2 | 2.8 | 0 |
| CC1(C)CC2CC(C)(CN2S(=O)(=O)c2cccc(C(N)=O)c2)C1 (stereo not given) | -5 | -3 | 3 | 0.8 | 2 | -7 | -1.5 | -0.8 | 0.4 | 1 |
| Nc1ccccc1NC(=O)NC(=O)c1ccccc1 | -3 | 17 | -8 | -20 | -2 | -6 | 0.4 | 0.5 | 1.5 | -1 |
| COc1cc(C2/C(=C(/O)c3ccccc3)C(=O)C(=O)N2c2ccccn2)ccc1O (stereo not given) | 28 | -11 | 10 | -1.3 | -8 | 23 | -0.5 | 0.9 | 2.1 | / |
| CCOC(=O)C1CCCN(C(=S)Nc2ccc(OC)cc2)C1 (stereo not given) | 31 | -9 | 7 | -0.8 | 0 | 3 | 0.6 | 1.1 | 1.5 | 0 |
| CCn1c(N)c(C(=O)NCC2CCCO2)sc1=S (stereo not given) | 8 | -13 | 16 | / | -1 | 3 | 1.9 | 1.5 | 4.0 | -1 |
| COc1ccc(CNS(=O)(=O)c2c(C)[nH]c(C)c2C(=O)N2CCCCC2)cc1 | -72 | -11 | -5 | 0.0 | 1 | -6 | 0.2 | -0.8 | 0.6 | 0 |
| CC(Sc1nnc(CNC(=O)c2ccccc2F)n1C)C(=O)Nc1nccs1 (stereo not given) | -39 | -13 | -1 | -1.4 | -1 | 0 | 0.0 | 1.2 | -0.8 | -2 |
| O=C(N1CCCC1)N1CCN(S(=O)(=O)c2ccccc2)CC1 | 1 | -9 | -4 | 0.4 | -2 | 2 | 1.4 | 0.8 | 2.7 | -2 |
| Fc1ccccc1-c1nc2nc3ccccc3nc2n1CC1CCCO1 (stereo not given) | -8 | -10 | -12 | 0.5 | 12 | 3 | 0.7 | 0.8 | 1.6 | 4 |
| Cc1cccc(C2Nc3ccccc3C(=O)N2NC(=O)c2ccc([N+](=O)[O-])cc2)n1 (stereo not given) | -15 | 6 | 12 | -1.0 | / | -2 | 0.0 | 3.2 | 4.6 | -2 |
| O=C(COc1ccc(F)cc1)N1c2ccccc2CCc2ccccc21 | -24 | -1 | 0 | -2.0 | -9 | -9 | 2.5 | 4.7 | 2.7 | -5 |
| Nc1nc(N)nc(-c2ccccc2)n1 | 9 | 12 | 2 | 1.2 | 5 | 2 | 3.7 | 1.2 | 3.2 | 0 |
| O=C1C(NS(=O)(=O)c2cccs2)=C(N2CCN(c3cccc(C(F)(F)F)c3)CC2)C(=O)c2ccccc21 | 8 | -8 | -21 | 0.5 | / | 5 | 2.3 | 3.8 | 1.8 | 32 |
| O=C(Nc1cccc(S(=O)(=O)N2CCCCC2)c1)C1CC(=O)N(Cc2ccccc2)C1 (stereo not given) | 11 | -9 | 6 | -2.2 | -2 | 0 | -3.2 | 2.7 | 2.5 | -1 |
| CCOc1cc(/C=C2\CN(C)C/C(=C\c3ccc(O)c(OCC)c3)C2=O)ccc1O | 7 | 8 | 5 | 1.5 | -20 | 8 | -1.3 | 0.6 | -1.6 | -1 |
| CN1CCN(/N=C/c2ccc(Cl)c(Cl)c2)CC1 | -10 | -7 | -11 | -1.2 | / | 4 | 1.0 | 2.3 | 6.4 | 1 |
| O=C(Nc1ccc(N2CCOCC2)nc1)c1ccc(C(F)(F)F)cc1 | 5 | -9 | -1 | 1.3 | -2 | 6 | 0.8 | 1.4 | -0.2 | 1 |

The list goes on.
| Compound | PfHsp90 yeast 2 | PvdQ inh | Rtt109 HAT inh | CAL PDZ inh | Wnt bcat act | Tat transport | E coli growth | phage Ecoli inh | AddAB inh | DAGLB inh |
| --- | --- | --- | --- | --- | --- | --- | --- | --- | --- | --- |
| C[C@@H]1COC(=O)[C@@H](NC(=O)OCC2c3ccccc3-c3ccccc32)C/C=C\C[C@@H](CC(=O)N(CCO)Cc2ccccc2)C(=O)N1 | -4 | -10 | 8 | 0.3 | -1 | 8 | -1.6 | 1.8 | -1.2 | -1 |
| Cc1ccc(C)c(NC(=O)c2cc3ccccc3o2)c1 | -3 | -13 | 5 | -2.5 | 3 | 12 | / | 1.2 | / | -7 |
| CC[C@@H](C)CN1C(=O)N[C@@H](CCc2ccccc2)C(C(C)=O)=C1C | / | -7 | -3 | -0.9 | 2 | 7 | 0.2 | 0.2 | -1.0 | 1 |
| O=C(COC(=O)C1CC(=O)N(Cc2ccccc2)C1)Nc1ccc(Cl)cc1F (stereo not given) | 20 | -16 | -2 | -1.0 | 0 | 0 | 0.0 | 0.3 | 1.5 | -1 |
| O=[N+]([O-])c1cc(Cl)ccc1Sc1ccccn1 | -11 | 9 | -6 | 0.2 | 1 | -1 | -1.4 | 2.2 | 3.6 | 0 |
| O=[N+]([O-])c1cc(-c2ccc(/C=N/n3cnnc3)o2)ccc1Cl | 1 | -7 | -3 | -0.5 | -2 | -5 | -0.7 | 3.2 | 3.2 | 3 |
| Nc1nncn1C(=O)c1ccc(Cl)cc1Cl | -23 | 1 | 0 | -2.6 | 1 | 0 | 1.1 | 2.7 | 4.5 | -1 |
| CC1CN(C(=S)Nc2ccc(Br)cc2)CC(C)O1 (stereo not given) | 2 | -22 | -4 | -0.2 | 7 | 2 | 1.5 | 4.0 | 2.1 | -2 |
| COc1cc(OC)c(OC)cc1CN1CCCC(C(=O)c2sccc2C)C1 (stereo not given) | 3 | 2 | -6 | -1.6 | 3 | 9 | -1.5 | -0.8 | 0.7 | -2 |
| O=C(NCC1CCCN1S(=O)(=O)c1cccs1)c1c(F)cccc1F (stereo not given) | / | 0 | 0 | -1.1 | 0 | 3 | -0.7 | -1.0 | -0.8 | 4 |
| CC1=C(C(N)=O)C(c2ccc(Br)cc2)n2ncnc2N1 (stereo not given) | 22 | -2 | -4 | / | -2 | -2 | -1.9 | 3.0 | -1.1 | 0 |
| COc1cccc2sc(N(CCCN(C)C)C(=O)C(c3ccccc3)c3ccccc3)nc12 | 14 | -11 | -2 | -5.3 | -5 | 11 | 0.2 | -0.7 | -0.8 | 2 |
| COc1ccc(C(CC(=O)Nc2ccccc2OC)n2cccc2)cc1 (stereo not given) | -5 | 1 | 1 | 0.1 | 3 | 0 | 0.3 | 1.7 | 2.5 | -4 |
| O=C(Nc1nnc(Cc2ccc(Cl)cc2)s1)c1ccncc1 | / | / | / | / | -1 | / | -1.2 | 0.2 | 2.6 | / |
| O=C(CCNC(=O)C1CCN(S(=O)(=O)c2ccccc2)CC1)NCc1ccccn1 | -17 | 6 | 19 | -0.2 | 3 | -2 | 1.2 | 1.9 | 0.6 | 0 |
| Cc1c(S(=O)(=O)N2CCN(c3ccccc3)CC2)c(=O)n(C)c(=O)n1C | 8 | 2 | 25 | -0.5 | 2 | -9 | -1.0 | 4.3 | 0.6 | -1 |
| CCOC(=O)[C@@H]1[C@H]2COc3cc(OC)ccc3[C@@H]2N2C(=O)N(c3cccc(C)c3)C(=O)[C@@]12C | -3 | -14 | -4 | -0.4 | -2 | -3 | 1.2 | 2.9 | 3.7 | 0 |
| COC(=O)c1cc2ccc(OC)cc2c2cc(OC)c(OC)cc12 | -8 | -2 | -6 | -0.7 | 0 | 3 | -0.4 | 0.2 | 3.9 | 0 |
| COc1ccc(-c2nnc(SCC(=O)Nc3ccc4c(c3)OCCO4)n2N)cc1OC | / | -9 | / | -2.8 | 3 | 3 | -2.0 | 2.5 | 1.4 | 2 |
| COc1ccc(CCNC(=O)CN2CCN(Cc3ccc(F)cc3)C2=O)cc1OC | 5 | -9 | 0 | -1.9 | -2 | 9 | -0.9 | 2.7 | -2.8 | -4 |

Remaining list, next part:
| Compound | PfHsp90 yeast 2 | PvdQ inh | Rtt109 HAT inh | CAL PDZ inh | Wnt bcat act | Tat transport | E coli growth | phage Ecoli inh | AddAB inh | DAGLB inh |
| --- | --- | --- | --- | --- | --- | --- | --- | --- | --- | --- |
| CC(C)[C@H](CO)Nc1nc(Nc2ccc(Cl)c(C(=O)O)c2)c2ncn(C(C)C)c2n1 | -25 | -9 | -9 | -0.4 | -2 | -5 | 2.6 | -2.8 | 2.8 | 0 |
| O=C(Nc1cccc(F)c1)c1ccc(Cn2cc([N+](=O)[O-])cn2)o1 | 17 | -9 | 6 | -3.7 | -5 | -2 | -0.5 | 1.3 | -1.4 | 1 |
| C=CCn1c(=NC(=O)CN2C(=O)CCC2=O)sc2cc(S(N)(=O)=O)ccc21 | -13 | 14 | 9 | -1.3 | 19 | -8 | -0.6 | 2.6 | 0.0 | -2 |
| C=CCn1c(C(c2ccccc2)c2ccccc2)n[nH]c1=S | -14 | -6 | 3 | 0.1 | -2 | -8 | -3.9 | 2.4 | -0.7 | 21 |
| C(=C\c1ccccc1)/C=N/n1cnnc1 | 11 | 3 | 8 | -0.7 | 2 | -13 | 1.1 | 4.7 | 0.5 | 5 |
| CCN(CC)C(=O)CN1C(=O)C(=O)c2ccccc21 | 12 | -4 | -2 | -1.3 | 0 | -5 | 2.7 | 2.7 | 4.4 | 0 |
| N#C/C(=C(/O)c1ccc(F)cc1)c1nc2ccccc2s1 | -28 | -11 | 11 | -1.8 | 7 | -2 | 3.0 | 3.1 | 1.4 | 5 |
| CCOc1ccccc1NC(=O)CSc1nnc2ccc(-c3ccncc3)nn12 | -14 | 3 | 32 | -1.6 | -1 | -4 | -1.8 | 0.5 | -1.0 | -1 |
| CC1(C)NC(=O)N(CC(=O)OCC(=O)Nc2cccc(S(N)(=O)=O)c2)C1=O | 0 | -19 | / | -2.2 | -8 | 2 | -1.9 | 3.8 | 1.2 | 0 |
| Cc1c(N=Cc2ccccn2)c(=O)n(-c2ccccc2)n1C | 12 | -16 | 3 | -0.3 | / | 2 | 0.6 | 0.0 | 0.2 | 1 |

Profiles as entered above. Order of screens: PfHsp90 yeast 2, PvdQ inh, Rtt109 HAT inh, CAL PDZ inh, Wnt bcat act, Tat transport, E coli growth, phage Ecoli inh, AddAB inh, DAGLB inh
O=C(Nc1ccc(N2CCOCC2)nc1)c1ccc(C(F)(F)F)cc1 across the screens: 5, -9, -1, 1.3, -2, 6, 0.8, 1.4, -0.2, 1
CCOc1ccccc1NC(=O)CSc1nnc2ccc(-c3ccncc3)nn12 across the screens: -14, 3, 32, -1.6, -1, -4, -1.8, 0.5, -1.0, -1
Nc1nncn1C(=O)c1ccc(Cl)cc1Cl across the screens: -23, 1, 0, -2.6, 1, 0, 1.1, 2.7, 4.5, -1
COc1cccc2sc(N(CCCN(C)C)C(=O)C(c3ccccc3)c3ccccc3)nc12 across the screens: 14, -11, -2, -5.3, -5, 11, 0.2, -0.7, -0.8, 2

Outcome played no part in choosing rows; about 1.9% have a hit in one of these screens.
